Compound activity from PubChem BioAssay.
Fam108B inh: Fam108B inhibition, counter-screen for RBBP9 inhibitors; recombinant Fam108B, FP-Rh probe fluorescence polarization; 0.33% of 300,000 active; inhibition, % at 9.51 µM;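 active means inhibition above the screen mean inhibition plus 3 SD, computed separately per campaign, cut at about 18% in these data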;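 further: inhibitors lower polarization as less probe binds the enzyme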
AHR act: human AHR activation; AHR-responsive luciferase reporter cells, luminescence; activation, % at 5 µM; 2.5% of 320,000 active; AID 2796; in the data active means activation above about 47%;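 further: 0% = vehicle wells and 100% = reference agonist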
PME-1 inh: PME-1 (human) inhibition | Q9Y570 | recombinant PME-1, FP-Rh probe fluorescence polarization | inhibition, % at 5.9 µM | 0.53% of 320,000 active;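 active means inhibition above the campaign mean of all compounds plus 3 SD, cut at about 26% in these data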;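 further: competitive labeling of PME-1 active site by serine hydrolase directed probe; 0% = PME-1 with DMSO and 100% = wells lacking PME-1 enzyme; inhibitors block probe labeling so polarization falls and inhibition rises; many of its hits are not listed in these tables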
MCL1-BIM inh: inhibitors of human MCL1 binding to BIM-BH3 peptide; inhibition, % at 10.9 µM; 0.68% of 320,000 active; Q07820; GST-MCL1 / FITC-Bim-BH3 fluorescence polarization;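 active means inhibition above the mean inhibition of all tested compounds plus 3 SD, set per campaign, cut at about 40% in these data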;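 further: 0% = DMSO wells and 100% = unlabeled Bim-BH3 peptide control; higher means more loss of mP so more displacement of Bim peptide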
MEX-5 binding: C. elegans MEX-5 TCR-2 RNA binding activity; Q9XUB2; MEX-5/FITC-TCR2 RNA binding, fluorescence polarization; hits give low values; activity score (negative = inhibition of binding), % at 10 µM; 0.38% of 300,000 active; AID 1832;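 active means inhibition past about -25% in most replicates, and total fluorescence under double the plate's negative control median, limit read from the data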;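 further: 0% = DMSO and -100% = 5 µM competing unlabeled TCR2 RNA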
Target sequence (Q9XUB2 whole entry, looked up): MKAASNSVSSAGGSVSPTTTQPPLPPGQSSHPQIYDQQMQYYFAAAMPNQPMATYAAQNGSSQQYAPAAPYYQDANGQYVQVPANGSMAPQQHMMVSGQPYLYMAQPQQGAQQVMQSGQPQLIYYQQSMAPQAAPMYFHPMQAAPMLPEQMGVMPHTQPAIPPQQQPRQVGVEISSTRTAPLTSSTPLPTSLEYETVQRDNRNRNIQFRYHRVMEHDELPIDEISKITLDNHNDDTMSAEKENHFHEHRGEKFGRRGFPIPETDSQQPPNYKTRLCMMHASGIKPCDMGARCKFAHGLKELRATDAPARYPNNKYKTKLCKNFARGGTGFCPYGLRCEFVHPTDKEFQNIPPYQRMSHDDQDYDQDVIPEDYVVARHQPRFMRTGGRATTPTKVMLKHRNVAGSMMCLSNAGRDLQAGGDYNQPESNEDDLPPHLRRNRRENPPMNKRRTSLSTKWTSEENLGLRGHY
BCLXL inh: inhibitors of human Bcl-xL. Q07817. GST-Bcl-xL / FITC-Bim BH3 peptide fluorescence polarization. inhibition, % at 10.9 µM. 0.7% of 320,000 active. AID 2129;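 active means inhibition above the mean of all tested compounds plus 3 SD, cutoff set per campaign, cut at about 30% in these data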;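 further: 0% = DMSO wells and 100% = unlabeled Bim-BH3 peptide competitor; inhibitors lower millipolarization by displacing the labeled peptide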
pPAFAH FP inh: pPAFAH (human) enzyme inhibition. Q13093. recombinant pPAFAH, FP-rhodamine probe fluorescence polarization. inhibition, % at 3.39 µM. 1.5% of 330,000 active;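 active means inhibition above the mean inhibition across the screen plus 3 SD, cut at about 25% in these data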;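 further: inhibitors block binding of the rhodamine activity-based probe so polarization drops; 0% = enzyme with DMSO and 100% = wells lacking pPAFAH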
PAFAH1B2 FP inh: PAFAH1B2 (human) inhibition | recombinant PAFAH1B2, FP-rhodamine activity probe, fluorescence polarization | P68402 | inhibition, % at 3.39 µM | 1.2% of 340,000 active;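 active means inhibition above the mean of all tested compounds plus 3 SD, cut at about 24% in these data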;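 further: 0% = enzyme with DMSO and 100% = wells lacking PAFAH1B2; many of its hits are not listed in these tables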
GLD-1 TGE inh: GLD-1-TGE RNA interaction inhibition (C. elegans) | inhibition, % at 5.96 µM | Q17339 | purified GLD-1 + fluorescein TGE RNA, fluorescence polarization | 0.44% of 320,000 active;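 active means percent inhibition above a per-plate cutoff, the plate mean of test compounds plus 3 SD, cut at about 30% in these data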;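 further: 0% = DMSO wells with GLD-1 and probe and 100% = wells lacking GLD-1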
Target sequence (Q17339 whole entry, looked up): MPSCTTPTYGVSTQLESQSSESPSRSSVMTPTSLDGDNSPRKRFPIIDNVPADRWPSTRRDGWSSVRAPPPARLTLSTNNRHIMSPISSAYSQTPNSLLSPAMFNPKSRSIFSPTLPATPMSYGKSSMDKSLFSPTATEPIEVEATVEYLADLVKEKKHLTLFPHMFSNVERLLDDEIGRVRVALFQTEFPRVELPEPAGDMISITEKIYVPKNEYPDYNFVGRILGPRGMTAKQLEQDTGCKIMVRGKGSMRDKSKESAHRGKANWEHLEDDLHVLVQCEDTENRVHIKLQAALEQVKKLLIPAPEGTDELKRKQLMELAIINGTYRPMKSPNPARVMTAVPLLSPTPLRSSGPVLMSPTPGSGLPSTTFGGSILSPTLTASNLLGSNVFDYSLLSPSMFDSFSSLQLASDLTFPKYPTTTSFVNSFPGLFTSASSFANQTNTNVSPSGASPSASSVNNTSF
Numbers without * were called inactive; x = not tested or not shown. These rows are one share of the data. The share of hits here may be higher or lower than overall.

SMILES	Fam108B inh	AHR act	PME-1 inh	MCL1-BIM inh	MEX-5 binding	BCLXL inh	pPAFAH FP inh	PAFAH1B2 FP inh	GLD-1 TGE inh
O=C(OCCN1C(=O)c2ccccc2C1=O)[C@@H]1CC(O)CN1S(=O)(=O)c1ccccc1[N+](=O)[O-] (stereo not given in full)	x	-1	x	x	x	x	-3	5	9
O=C(Nc1ccc2oc(-c3ccccc3)nc2c1)c1cccnc1	-1	-14	-6	9	-0.5	6	2	-8	0
Cc1ccc(O)c(C(=O)c2cc(C#N)c3nc4ccccc4n3c2)c1	0	2	-8	-17	0.5	-15	5	-7	-2
O=C(NCc1cccnc1)c1ccc(NC(=O)c2ccco2)cc1	1	-5	-7	-3	1.2	4	-5	4	6
O=C1CCCC/C1=C\Nc1ccc(S(=O)(=O)Nc2cnc3ccccc3n2)cc1	0	0	-6	-42	1.1	-19	4	3	-26
COc1ccc(/C=N/OCC(=O)NCc2cccs2)c(OC)c1	1	48*	-4	-16	-0.8	-2	2	3	5
CC(=O)c1cccc(NC(=O)c2cc(S(=O)(=O)N3CCOCC3)cs2)c1	-5	4	2	2	-1.7	2	3	1	-2
CCCC(=O)C1=C(O)C(C(=O)OC)C(C)(C)CC1=NC (stereo not given)	3	2	-3	-2	1.5	2	1	3	-5
CC(=O)C1=C(Nc2ccccc2)CC(C)(O)C(C(C)=O)C1c1ccccc1 (stereo not given)	1	-1	-2	-1	-1.2	-1	5	7	3
O=C(O)CNC(=O)/C(=C/c1ccco1)NC(=O)/C=C/c1ccccc1	-3	6	1	13	1.6	17	4	-1	13
CN(C)S(=O)(=O)c1ccc(C(=O)NCc2nnc(SCC(=O)N3CCCCCC3)o2)cc1	3	-2	6	4	0.8	3	-4	2	-1
O=C(O)c1c(NC(=O)N2CCOCC2)sc2c1CCCC2	6	9	2	13	0.5	8	1	-3	0
Cc1cc(C)c(S(=O)(=O)Nc2ncccc2C)c(C)c1	5	0	3	9	-0.4	4	0	-1	5
CCN(CC)c1ccc([N+](=O)[O-])cc1C(=O)O	2	3	-5	3	4.2	7	4	0	0
Cc1ccc(NC(=O)CSc2ncnc3ccccc23)cc1S(=O)(=O)N1CCCCCC1	-25	27	-1	-16	-8.7	-6	-7	-3	-5
COc1cc(C#N)c(NC(=O)CN2CCC(C(N)=O)CC2)cc1OC	3	1	4	3	2.4	-4	0	6	-2
CCN(CC)CCNc1ccc2nnc(CCNS(=O)(=O)c3ccc(C)cc3)n2n1	-2	-1	1	3	1.1	5	1	-3	4
CCOC(=O)c1ccc(NC(=O)C2CC(=O)N=C(N)S2)cc1 (stereo not given)	-1	0	1	2	1.9	5	-5	-2	7
CCCCCOc1ccc(NS(C)(=O)=O)cc1	4	7	0	1	3.1	0	23	3	5
CCOc1ccc(Nc2nc(N)nc(CSC(=S)N3CCOCC3)n2)cc1	0	24	-2	5	2.5	4	-3	4	4

Arranged by the number under GLD-1 TGE inh (low to high): some entries from above.
smiles | GLD-1 TGE inh
CC(=O)c1cccc(NC(=O)c2cc(S(=O)(=O)N3CCOCC3)cs2)c1 | -2
O=C(O)c1c(NC(=O)N2CCOCC2)sc2c1CCCC2 | 0
COc1ccc(/C=N/OCC(=O)NCc2cccs2)c(OC)c1 | 5
O=C(NCc1cccnc1)c1ccc(NC(=O)c2ccco2)cc1 | 6
CCOC(=O)c1ccc(NC(=O)C2CC(=O)N=C(N)S2)cc1 (stereo not given) | 7
O=C(OCCN1C(=O)c2ccccc2C1=O)[C@@H]1CC(O)CN1S(=O)(=O)c1ccccc1[N+](=O)[O-] (stereo not given in full) | 9

Returning to the listing, repeating the 3 entries before the break.
SMILES	Fam108B inh	AHR act	PME-1 inh	MCL1-BIM inh	MEX-5 binding	BCLXL inh	pPAFAH FP inh	PAFAH1B2 FP inh	GLD-1 TGE inh
CCOC(=O)c1ccc(NC(=O)C2CC(=O)N=C(N)S2)cc1 (stereo not given)	-1	0	1	2	1.9	5	-5	-2	7
CCCCCOc1ccc(NS(C)(=O)=O)cc1	4	7	0	1	3.1	0	23	3	5
CCOc1ccc(Nc2nc(N)nc(CSC(=S)N3CCOCC3)n2)cc1	0	24	-2	5	2.5	4	-3	4	4
O=C(COc1ncnc2ccccc12)N1CCN(C(=O)c2ccco2)CC1	-2	4	-7	7	-0.5	0	-5	4	8
CCCOc1ccc([N+](=O)[O-])c(N)c1	-1	-3	4	0	-2.3	0	-2	-4	0
Cc1ccc(C(=O)NNC(=O)c2ccncc2)cc1S(=O)(=O)N1CCOCC1	4	1	1	-4	-1.5	-1	1	3	5
COCCNC(=O)Cn1nc(-c2ccc(C)cc2)c2ccccc2c1=O	11	3	-36	0	-1.3	4	2	7	3
O=C(NCCc1c[nH]c2ccccc12)/C(=C\c1cccnc1)NC(=O)c1ccco1	-1	7	4	6	1.8	4	-3	7	-1
O=C(CN(c1cccc(Cl)c1)S(=O)(=O)c1ccc(Cl)cc1)N1CCc2ccccc2C1	-3	61*	-7	4	0.8	5	2	5	-1
COc1cc(NC(=O)CCNC(=O)Cn2ccc3ccccc3c2=O)cc(OC)c1OC	-1	-2	0	4	3.3	0	2	6	1
COc1ccccc1C(=O)N(Cc1ccc(Cl)cc1)C1CCS(=O)(=O)C1 (stereo not given)	2	0	-1	-2	1.4	-1	-1	3	-5
CCOC(=O)c1cnc2c(C)c(C)ccc2c1Nc1ccc(S(=O)(=O)Nc2ncccn2)cc1	-1	8	-1	-4	1.9	6	8	6	7
Cc1noc(C)c1S(=O)(=O)N1CCCC(C(=O)NCc2ccccc2Cl)C1 (stereo not given)	-2	-1	0	-2	0.6	3	-2	5	0
COc1ccc(C(CNC(=O)COc2cc(C)ccc2Cl)N2CCCCC2)cc1 (stereo not given)	-1	3	1	4	1.1	0	1	4	-2
O=C(Nc1cccnc1)c1coc(=O)c2ccccc12	4	12	-6	-2	-2.1	3	-2	0	-7
O=C(O)c1cccc(NC(=S)NC(=O)c2ccc(-c3ccc(Cl)cc3)o2)c1	-9	-2	-23	18	-12	9	-12	3	6
COc1ccc(-c2cc(C(=O)Nc3ccc(C)c(C)c3)no2)cc1	3	2	1	3	-1.2	4	0	0	3
Cc1nc2ccc(NS(=O)(=O)c3cccc([N+](=O)[O-])c3)cc2s1	x	0	x	x	x	x	4	2	-10
C[C@@H](C(=O)NCc1ccccn1)[C@@H]1C[C@@]1(C)[C@@H](NC(=O)OCc1ccccc1)c1ccccc1	-5	0	-3	5	-0.7	2	2	5	2
O=C(N/N=C/c1ccc[nH]1)c1cccnc1	3	15	5	5	1.5	0	4	1	-3
COC(=O)CCNC(=O)c1ccc2nc(Cc3ccc(OC)cc3)oc2c1	-2	-2	1	5	0.4	1	-3	-3	-7
CC(C)c1ccc(NC(=O)Cc2c(C(=O)O)n(C)c3ccccc23)cc1	-1	2	3	6	0.0	9	14	6	2
CC(C)c1ccc(CN2CCN(S(=O)(=O)c3ccc(Cl)s3)CC2)cc1	x	-1	1	1	x	1	-1	12	1
COc1ccc2c(c1)cc1n2CCN=C1N	-4	4	0	3	-0.2	5	2	-2	6
CCn1c(SCC(=O)Nc2ccc3c(c2)oc2ccccc23)nnc1-c1ccc(N)cc1	-4	25	0	-3	0.6	-4	18	-2	5
O=c1onc(-c2ccccc2Cl)n1-c1ccccc1Cl	2	6	5	-1	x	1	4	7	-1
Clc1ccc2nc(CSc3ccccc3)cn2c1	1	-8	2	1	2.0	7	-3	12	1
CCOc1ccc(C(=O)Nc2nnc(S(=O)(=O)N(C)Cc3ccco3)s2)cc1	3	39	-10	-3	-1.4	-2	-6	1	1
C1CCN(c2nc3nonc3nc2NCC2CCOCC2)CC1	-1	6	2	1	0.7	5	5	3	-6
CCOc1ccc2cc(S(=O)(=O)N3CCCCC3)ccc2c1	4	9	-4	0	1.1	4	-2	10	4
O=C(COc1ccccc1-c1ccccc1)N/N=C/c1cccc2ccccc12	-20	28	-37	1	1.4	0	-6	-17	-6
O=S(=O)(c1ccccc1)c1nc(-c2ccccc2)oc1N1CCCCC1	2	3	-1	15	-0.3	9	2	2	6
CC(C)C1NC(C(=O)O)Cc2c1[nH]c1ccccc21 (stereo not given)	3	3	-6	3	-0.2	7	2	-2	1
O=C(NCCCN1CCOCC1)C1CC(=O)N(C2CCCCC2)C1 (stereo not given)	0	-1	6	4	-0.1	-1	5	-1	1
CC1CCCC(C)N1CCNC(=O)C1CCN(S(=O)(=O)N2CCCCC2)CC1 (stereo not given)	-1	-1	0	4	-8.6	9	7	10	8
CCN(C(=O)CN1C(=O)S/C(=C\c2cccc(OC)c2)C1=O)C1CCS(=O)(=O)C1 (stereo not given)	1	2	-5	1	1.9	3	-1	-3	3
COc1cccc(/C=C2/SC(=S)N(CCCC(=O)Nc3ccc(O)cc3)C2=O)c1	3	-17	4	5	-0.4	2	14	4	-2
CCN1C(=O)N[C@@H](c2cccc(F)c2)C(C(=O)OC)=C1C	4	-1	-8	0	-1.7	2	0	1	0
CC(OC(=O)Cc1c[nH]c2ccccc12)C(=O)N(C)c1ccccc1 (stereo not given)	3	4	2	3	-2.5	4	-4	1	4
Cc1ncc([N+](=O)[O-])n1CCOC(=O)c1cc(Cl)cc(Cl)c1N	7	7	3	38	-1.8	10	17	0	8
Cc1ccc(C)c(OCC(=O)N(C)CC(=O)Nc2ccc(Cl)c(C(F)(F)F)c2)c1	x	2	-7	0	x	-1	0	5	1
CCOc1ccc(CC(C(=O)NN)C(=O)NN)cc1CN(C)C	7	3	-2	8	-1.3	5	-5	1	4
Cc1sc(/N=C/c2c(O)ccc3ccccc23)c(C#N)c1C	1	7	3	1	-1.4	4	0	x	-3
O=C(c1ccccc1)c1ccc2nc(N3CCCCC3)c3nncn3c2c1	-1	41	-7	4	-3.8	6	3	-3	7
O=C(CN1CCc2ccccc21)NCc1ccccc1Cl	3	20	3	8	-0.7	-1	9	4	-2
O=C(CCc1ccccc1)Nc1cc(C(=O)O)cc(C(=O)O)c1	-2	-1	-4	-4	-1.3	4	4	20	7
COc1ccc2nc(Nc3ccccc3)sc2c1	4	6	7	0	3.5	0	11	1	3
